Tau fluor counter: counter-screen for tau fibril formation inhibitors. tau K18 P301L (four-repeat tau fragment) Alexa594 fluorescence, heparin fibrillization. AID 1463. 280,000 compounds, 0.93% hits. Potency, µM (titrated, usually from 57.7 µM), for inactives: at the highest dose activity change, negative = decrease; further: on the % scale 0 is the no-effect control and ±100 the full control effect; nearly all actives have a fitted effect of over 55% in size
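Human K18 P301L tau (15 uM unlabeled plus 0.24 uM Alexa 594-labeled, final) in 100 mM sodium acetate pH 7 was mixed with compound and 20 uM heparin and incubated 6 hr at 37 C.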
Epigenetic reg: regulators of epigenetic silencing causing reporter derepression in mouse cells; murine LDR cells, GFP reporter derepression, 30 h; AID 1865; Potency, µM (top dose mostly 53.9 µM), for inactives: top-dose GFP activation, usual class: activators; 280,000 compounds, 0.2% hits; further: % of control where 0% means no effect; nearly all actives have a fitted effect of over 60% in size
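GFP-positive cell count by laser-scanning cytometry (objects 20–120 um) after 30 h, 37 C compound exposure of murine LDR cells; reporter is CMV-GFP integrated at a silenced locus, inducible by HDAC or DNMT inhibitors.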
NPSR antagonist: blocks cAMP signaling of the human neuropeptide S receptor. AID 1461. Potency, µM (titrated, usually from 38.3 µM), without a hit: at the highest dose activity change, negative = inhibition, actives largely listed as inhibitors. Q6W5P4. CHO-NPSR cells, cAMP TR-FRET, antagonist mode. 220,000 compounds, 1% hits; further: on the % scale 0 is the no-effect control and ±100 the full control effect; nearly all actives have a fitted effect of over 50% in size; many of its hits are not listed in these tables
Target sequence (Q6W5P4 whole entry, looked up): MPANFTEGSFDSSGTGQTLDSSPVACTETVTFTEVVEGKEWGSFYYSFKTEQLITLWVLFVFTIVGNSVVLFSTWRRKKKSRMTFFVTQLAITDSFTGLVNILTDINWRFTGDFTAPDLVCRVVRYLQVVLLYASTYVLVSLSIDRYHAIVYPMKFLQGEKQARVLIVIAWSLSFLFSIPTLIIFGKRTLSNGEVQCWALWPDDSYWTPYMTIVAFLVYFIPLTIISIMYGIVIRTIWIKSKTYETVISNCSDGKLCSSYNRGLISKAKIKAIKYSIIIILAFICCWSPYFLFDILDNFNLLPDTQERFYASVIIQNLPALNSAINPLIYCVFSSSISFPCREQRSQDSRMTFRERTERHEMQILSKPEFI
GLA spleen mod: alpha-galactosidase A (human) modulation | human spleen homogenate, 4MU-alpha-Gal fluorescence, 40 min | AID 2107 | P06280 | Potency, µM (series often up to 80 µM), for the others: top-dose activity change, negative = inhibition, most hits filed as inhibitors | 240,000 compounds, 0.008% hits;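 further: 0% = enzyme with vehicle and -100% = no enzyme basal signal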
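Spleen homogenate 1 ug + cpd (titration) + 4-MU-alpha-D-galactopyranoside 1 mM; 37C 40 min; 50 mM citrate/phosphate pH 5.0, 0.01% Tween-20; stop pH 10; fluorescence 365/440; AC50 via Hill.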
GAA inhib: inhibitors of human lysosomal alpha-glucosidase; P10253; 200,000 compounds, 0.005% hits; purified human GAA, 4-MU-alpha-glucoside fluorescence; Potency, µM (series often up to 76.9 µM), without a hit: top-dose activity change, negative = inhibition, actives largely listed as inhibitors;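 further: plate controls were uninhibited enzyme wells for no effect and no-enzyme background for full effect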
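Activity normalized between no-enzyme (basal) and enzyme-only wells. Conditions: 4 nM human enzyme, 400 uM fluorogenic substrate, citrate/phosphate pH 5.0 with Tween-20, 20 min room temperature, compounds up to 77 uM.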
ALDH1A1 block: blocks purified human ALDH1A1 activity. Purified ALDH1A1, NADH fluorescence, propionaldehyde substrate. 220,000 compounds, 7.3% hits. Potency, µM (doses to about 75.3 µM), for the others: top-dose activity, negative = inhibition, hits mostly inhibitors. P00352; active means well fitted inhibition curve with a large enough effect, not every such curve was filed as active; inconclusive means small, poorly fitted or top-dose-only effect, or another doubt; inactive means no such curve, though single readings can be large or run the other way;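 further: plate controls were no enzyme wells and a reference inhibitor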
Target sequence (P00352 whole entry, looked up): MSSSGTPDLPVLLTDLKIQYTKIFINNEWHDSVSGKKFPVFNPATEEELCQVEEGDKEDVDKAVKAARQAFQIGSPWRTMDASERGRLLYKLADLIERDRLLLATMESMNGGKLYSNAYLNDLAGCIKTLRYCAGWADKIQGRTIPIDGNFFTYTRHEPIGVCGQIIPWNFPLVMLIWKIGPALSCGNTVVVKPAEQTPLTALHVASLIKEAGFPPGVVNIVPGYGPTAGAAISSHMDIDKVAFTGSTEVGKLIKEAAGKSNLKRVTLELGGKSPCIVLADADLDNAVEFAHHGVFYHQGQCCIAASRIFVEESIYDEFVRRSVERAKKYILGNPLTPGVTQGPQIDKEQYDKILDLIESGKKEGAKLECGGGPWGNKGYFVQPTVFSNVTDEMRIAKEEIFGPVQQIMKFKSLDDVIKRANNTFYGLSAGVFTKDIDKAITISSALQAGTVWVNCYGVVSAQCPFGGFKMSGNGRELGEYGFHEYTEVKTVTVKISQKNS
GAA spleen mod: inhibits or activates alpha-glucosidase in human spleen homogenate | P10253 | human spleen homogenate, 4-MU-alpha-glucoside fluorescence | Potency, µM (series often up to 79.9 µM), inactives show at the top dose activity change, negative = inhibition, actives largely listed as inhibitors | 240,000 compounds, 0.006% hits | AID 2112;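 further: 0% = enzyme with vehicle and -100% = no enzyme basal signal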
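Enzyme source: human spleen homogenate, 1 ug/well. Buffer 50 mM citric acid/K phosphate pH 5.0, 0.01% Tween-20. 4-MU-alpha-glucoside 1 mM; 37 C x 40 min; NaOH/glycine stop; fluorescence.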
GAA glycogen: alters human alpha-glucosidase cleavage of glycogen; 300,000 compounds, 0.38% hits; recombinant GAA, glycogen substrate, Amplex Red glucose oxidase fluorescence; Potency, µM (series often up to 76.4 µM), for inactives: top-dose activity change, negative = inhibition, hits mostly inhibitors; AID 2100; P10253;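 further: 0% = full enzyme reaction and -100% = no-enzyme basal signal; the screen sought inhibitors and activators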
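Recombinant human enzyme (4 nM); glycogen substrate; 37 C, 40 min, pH 5.0. Readout: coupled glucose oxidase/Amplex Red fluorescence.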
Active calls of the source: *; ? = inconclusive; . = no result given; & = joins results of further samples; [ ] = remark or other dose. Unless noted, the call rests on the fitted dose curve; in most records, active means well fitted curve in the direction sought with a large enough effect; inconclusive means small, poorly fitted or top-dose-only effect, or another doubt; inactive means no such curve, though single readings can be large; an effect the other way counts as inactive or inconclusive. Potency means the concentration at half of the fitted maximal effect. These rows are one share of the data; count on the stated rates, not on these rows.

SMILES | Tau fluor counter | Epigenetic reg | NPSR antagonist | GLA spleen mod | GAA inhib | ALDH1A1 block | GAA spleen mod | GAA glycogen
COc1ccc(CCNC(=O)COC(=O)C2CC2)cc1 | 0% | -0.3% | 10% | 9% | 7% | 4% | 3% | 5%
C/C=C\C=C\C(=O)Nc1cccc(C2=NOC3(C2)C[C@H](C(N)=O)N(C(=O)c2ccccc2C(=O)c2ccccc2)C3)c1 (stereo partly specified) | 20% | 8.8% | -2% | -17% | . | . | 4% | 1%
COc1cc(N2C(=O)CC3(CCCC3)CC2=O)cc(OC)c1OC | -13% | 2.4% | 0% | -2% | . | . | 3% | 5%
Cc1cc(C)nc(NS(=O)(=O)c2ccc(NC(=S)NC(=O)C(C)(C)C)cc2)n1 | -10% | -0.1% | -19%[46.1 µM] | 2% | 1% | 4% | 0% | 5%
CCN1CCN(CC(=O)N2CCCC(C(=O)c3ccc(Oc4ccccc4)cc3)C2)CC1 (stereo unspecified) | -23% | 0.0% | 50% | -4% | 7% | ? | -19% | 7.9µM*
O=C(O)Cn1cc(C(=O)C2CC2)c2ccccc21 | 2% | -0.2% | -7%[46.1 µM] | 8% | 2% | -3% | 5% | -26%
Cc1c(C(=O)OCC(=O)Nc2ccc3c(c2)OCO3)cccc1[N+](=O)[O-] | ? | 0.9% | -5% | -1% | -13% | 8.9µM* | -3% | 2%
N#CCCC12CCCCC1=Nc1ccccc12 (stereo unspecified) | -1% | -1.1% | -7%[46.1 µM] | 7% | -2% | -5% | 5% | 8%
CNc1nc(SC)nc2ccccc12 | -14% | -1.9%[10.1 µM] | 2% | 8% | 10% | 5% | 3% | -5%
Cc1ccc(NC2=CC(=O)CC(c3ccco3)C2)c(N)c1 (stereo unspecified) | -3% | -0.2% | -13%[46.1 µM] | -4% | -2% | 13% | 0% | 0%
CC(=O)c1c(N2CCN(C(=O)C3CCCO3)CC2)nc(=S)n(-c2ccccc2)c1C (stereo unspecified) | 2% | 4.2% | 1%[46.1 µM] | -8% | -1% | -7% | -6% | 5%
Cc1ccc(OCC(=O)N2CCOCC2)c([N+](=O)[O-])n1 | 6% | 6.9% | 5% | -3% | . | . | 2% | 6%
CCc1cccc(NC(=O)CCc2nc(-c3cccs3)no2)c1 | -23% | 0.1% | -5%[46.1 µM] | -2% | ? | 1% | -6% | -6%
O=C(CSc1nc2cc(C(F)(F)F)ccc2n1Cc1ccccc1)NC1CCS(=O)(=O)C1 (stereo unspecified) | -2% | -3.5% | -21% | -8% | 0% | ? | -19% | -3%
CCOC(=O)C(=O)Nc1ccc(S(=O)(=O)N2CCOCC2)cc1OC | -7% | -2.0% | -13%[46.1 µM] | 4% | -11% | -1% | 4% | 12%
O=c1[nH]c(=S)n(C2CCCCC2)c(O)c1C=NCCN1CCOCC1 | -5% | 0.0% | -18% | -9% | ? | 2% | 0% | 0%
O=C(COc1ccc2oc3c(c2c1)CCCC3)Nc1ccccn1 | -11% | 0.0% | -15%[46.1 µM] | 3% | -3% | 5% | -19% | 3%
CCOC(=O)/C=C/C(=O)NNC(=O)c1ccccc1Cl | 5% | 1.0% | 5% | 0% | -3% | 4% | 3% | 6%
COC(=O)Nc1ccc2c(c1)N(C(=O)CCN1CCOCC1)c1ccccc1S2 | -9% | -1.0% | -15%[46.1 µM] | 0% | ? | -17% | 0% | 6%
COc1ccc(N(CC(=O)Nc2cc(OC)ccc2OC)S(C)(=O)=O)cc1 | 12% | -1.0% | -25%[46.1 µM] | 0% | 2% | 12% | -3% | -4%
COc1cc2c(cc1OC)C(/C(C#N)=N\O)=NC(C)(C)C2 | -6% | 0.1% | -11%[46.1 µM] | 4% | -3% | ? | 1% | -4%
Cc1nnc(SCC(=O)Nc2ccc(N3CCOCC3)cc2)n1-c1ccccc1 | -11% | -2.3% | 0%[46.1 µM] | -5% | -18% | -6% | -2% | 7%
COc1cc([N+](=O)[O-])ccc1N1C(=O)C2C3C=CC(C4CC34)C2C1=O (stereo unspecified) | 2% | 0.0% | 12% | 0% | -1% | -4% | . | 2%
O=C1OC2(c3ccccc3)C3CCCC2C13 | 1% | 0.9% | 0%[46.1 µM] | -3% | ? | ? | -5% | 2%
O=C(Nc1nc(=O)[nH]s1)c1ccccc1 | -5% | 2.5% | 0% | 6% | -5% | 12% | . | -4%
SMILES | Tau fluor counter | Epigenetic reg | NPSR antagonist | GLA spleen mod | GAA inhib | ALDH1A1 block | GAA spleen mod | GAA glycogen
O=C(Nc1cc([N+](=O)[O-])ccc1F)C1CC1 | 6% | 2.2% | 24% | 7% | -18% | 4% | -1% | 4%
COC(=O)c1noc(-c2ccc(C)cc2)n1 | -16% | -0.3% | -5%[46.1 µM] | 6% | -4% | 4% | 4% | -9%
Cc1ccc(N(CC(=O)NCCSCc2ccco2)S(=O)(=O)c2ccc(F)cc2)cc1 | -11% | 0.3% | 42% | 2% | -13% | 20µM* | 1% | -16%
COc1ccc(NC(=O)CSc2nnc(NC(=O)c3ccco3)s2)cc1 | -10% | -3.1% | 0% | -2% | 11% | ? | -15% | -1%
C=CCn1c(SCC)nc(O)cc1=O | -7% | -1.4% | -11%[46.1 µM] | 1% | 0% | 9% | -1% | -5%
O=C(O)c1cccc(S(=O)(=O)N2CCN(C(c3ccccc3)c3ccccc3)CC2)c1 | 0% | 1.5% | -36% | -1% | -7% | ? | 1% | 0%
Fc1ccc(Nc2ncnc3sc4c(c23)CCC4)cc1 | -27% | -4.5% | -23%[46.1 µM] | 5% | ? | -2% | -5% | -5%
CC1CN(/C=C/C(=O)C(F)(F)F)CC(C)O1 (stereo unspecified) | -4% | -1.4% | 6% | -18% | 2% | ? | -4% | -30%
Cc1ccc(S(=O)(=O)N=S(CC2CC2(Cl)Cl)CC2CC2(Cl)Cl)cc1 (stereo unspecified) | -10% | -6.5% | 5%[46.1 µM] | 8% | 4% | ? | 8% | 12%
Cc1ccccc1OCC(O)Cn1c(Br)nc2c1c(=O)n(C)c(=O)n2C (stereo unspecified) | 10% | -6.3% | 21% | -1% | -4% | 0% | -1% | 6%
Cc1cc(C)c2ccc(/C=N/O)nc2c1O | -37% | 0.0% | -30% | -4% | . | . | 1% | ?
Cc1ccc(-c2nn(CC(=O)NCc3ccco3)c(=O)c3ccccc23)cc1 | 17% | 1.1% | -15%[46.1 µM] | -9% | 1% | 9% | -6% | 3%
COc1ccc(NC(=O)CSc2nnc(COc3ccccc3)n2Cc2ccco2)cc1OC | -25% | -1.7% | -4%[46.1 µM] | -5% | -9% | ? | 3% | 2%
COc1cccc(NC(=O)CCNC(=O)c2ccccc2Cl)c1 | -3% | 4.9% | 10% | 1% | 2% | ? | 2% | -6%
O=c1c2ccccc2nc2n1C(CSCc1ccc(Cl)cc1)CS2 (stereo unspecified) | -5% | -2.0% | -15%[46.1 µM] | 1% | 0% | ? | -9% | 3%
O=C(Nc1ccc(F)cc1)c1cccc(N2C(=O)C3C4CCC(C4)C3C2=O)c1 (stereo unspecified) | -1% | -2.3% | 6% | 0% | ? | 5% | 2% | 5%
Cc1ccc(NC(=O)C[n+]2cc(-c3ccccc3)n3c2CCC3)cc1 | -17% | 0.0% | 1% | 1% | . | . | 11% | 5%
Cc1cc(C)n(CCCNCC(O)c2ccccc2)n1 (stereo unspecified) | -8% | -2.7% | 1%[46.1 µM] | 10% | 1% | -8% | 5% | 6%
O=C(Nc1ccc(OC(F)(F)F)cc1)Nc1cccnc1 | -21% | -1.7% | 14% | 7% | 5%[15.4 µM] | 8% | -10% | 1%
O=C(Oc1oc(-c2ccco2)nc1C=Nc1ccccc1)c1ccco1 | -16% | 0.9% | -10%[46.1 µM] | -5% | -5% | ? | -6% | -1%
O=C(NCc1cccnc1)c1ccccc1-c1nc(-c2ccccc2)no1 | -4% | 2.2% | -29% | 5% | -1% | 20µM* | 4% | -16%
Cc1ccc(CSc2nc3ccncc3n2CC(=O)Nc2cc(C)cc(C)c2)cc1 | ? | -0.3% | 3.2µM* | -11% | 1% | -12% | -3% | 3%
COc1ccc(CCNc2nc(-c3ccco3)cc(C(F)(F)F)n2)cc1OC | -22% | -2.6% | -21%[46.1 µM] | 7% | -3% | -12% | -3% | -11%
Cn1cccc1Cc1nnc(SCC(=O)NCc2ccccc2Cl)n1-c1ccc(F)cc1 | -8% | 1.7% | ? | -4% | -4%[15.4 µM] | -13% | -4% | 6%
Cc1ccc(Nc2cc(=O)[nH]c(=O)[nH]2)c(C)c1 | -16% | -2.2% | -5%[46.1 µM] | 0% | 0% | -4% | -6% | 13%

Complete entries from above:
Shown for O=C(Nc1ccc(OC(F)(F)F)cc1)Nc1cccnc1 = Tau fluor counter: -21%; Epigenetic reg: -1.7%; NPSR antagonist: 14%; GLA spleen mod: 7%; GAA inhib: 5%[15.4 µM]; ALDH1A1 block: 8%; GAA spleen mod: -10%; GAA glycogen: 1%
Shown for C=CCn1c(SCC)nc(O)cc1=O = Tau fluor counter: -7%; Epigenetic reg: -1.4%; NPSR antagonist: -11%[46.1 µM]; GLA spleen mod: 1%; GAA inhib: 0%; ALDH1A1 block: 9%; GAA spleen mod: -1%; GAA glycogen: -5%

(next part)
SMILES | Tau fluor counter | Epigenetic reg | NPSR antagonist | GLA spleen mod | GAA inhib | ALDH1A1 block | GAA spleen mod | GAA glycogen
COCCn1nnnc1C(CC(C)C)N1CCN(C(=O)c2ccco2)CC1 (stereo unspecified) | -5% | -3.8% | -2%[46.1 µM] | 2% | 5% | -13% | -6% | 12%
COc1ccc(Cl)cc1NC(=O)Cn1cccc1 | -8% | -0.3% | 10%[46.1 µM] | 11% | -8% | 13µM* | -2% | -1%
c1ccc(-n2nnnc2NCCCN2CCOCC2)cc1 | -9% | -1.0% | 2%[46.1 µM] | -1% | -14% | 16% | -5% | 1%
CC(=O)Nc1ccc(Cc2nc3ccccc3[nH]2)cc1 | 3% | -1.7% | 11% | -3% | 15% | 7% | -2% | 9%
CC(=O)c1c(C)[nH]c(C(=O)COC(=O)c2cc(S(=O)(=O)N(C)c3ccccc3)ccc2Cl)c1C | ? | -0.8% | 1% | -5% | -3% | ? | -5% | -2%
CCCc1nc2c(C)cc(-c3nc4ccccc4n3C)cc2n1Cc1ccc(-c2ccccc2C(=O)O)cc1 | -4%&3% | -1.3%&0.0% | 1.3µM* | -1%&-10% | -8%[15.4 µM] | ? | 10%&-3% | 7%
O=c1c2cccc(Cl)c2nc2n1Cc1ccccc1-2 | -22% | -0.6% | 12% | -4% | . | . | 8% | -7%

Source: PubChem BioAssay
